hgDAF-12 ag: H. glycines DAF-12 receptor agonists, primary screen, cell-based, luminescence, HEK293, GAL4 fusion, UAS-luciferase; 370,000 compounds, 1.8% hits; Nuclear hormone receptor DAF-12 (Heterodera glycines), GAL4 fusion; activation, % at 6.8 µM; AID 687014, 2013; HEK293 GAL4-hgDAF12 UAS-luciferase reporter, agonist luminescence; normalized to butyrate control;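 active = activation above a cutoff set at the mean of all screened compounds plus 3 SD, cut at about 10% in these data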;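 also: 0% = DMSO wells and 100% = sodium butyrate wells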
SMARCA2 act: SMARCA2 (BRM) function activators, primary screen, cell-based, luminescence, high throughput; 370,000 compounds, 1% hits; MG213 cells, MMTV-luciferase reporter, dexamethasone, overnight; activation, % at 9.1 µM; in the data active = activation above about 7.8%;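 also: 0% = vehicle wells and 100% = reference activator wells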
ADAM10 inh: human ADAM10 inhibitors, primary screen, biochemical, QFRET, HTS; AID 720582, 2013; recombinant ADAM10, EDANS/DABCYL FRET peptide cleavage, 3 h; inhibition, % at 7 µM; Disintegrin and metalloproteinase domain-containing protein 10 (Homo sapiens), O14672; 370,000 compounds, 0.62% hits;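 active = inhibition above a per-campaign cutoff equal to the mean of compounds falling between control-based bounds plus 3 SD, cut at about 20% in these data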;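 also: 0% = DMSO wells while the 100% control is not disclosed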
DAX1 inh-1: DAX1 (NR0B1) inhibitors on StAR promoter, primary screen, cell-based, luminescence, SF-1 (NR5A1), full-length DAX-1; HEK293T StAR-luciferase reporter, SF-1/DAX-1 repression relief; inhibition, % at 6.8 µM; 370,000 compounds, 1.1% hits; AID 652010, 2013;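 active = inhibition above the mean over all tested compounds plus 3 SD, cut at about 3.6% in these data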;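 also: 0% = DAX-1 cells with DMSO and 100% = cells lacking DAX-1 with DMSO; higher inhibition means more luminescence from relief of DAX-1 repression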
hcDAF-12 act: H. contortus DAF-12 nuclear receptor activators, primary screen, cell-based, luminescence, HEK293, lit1-tk-luc reporter; 370,000 compounds, 1.4% hits; HEK293 hcDAF-12 lit1-tk-luc reporter; 0% DMSO, 100% Δ7-dafachronic acid; activation, % at 6.8 µM; AID 652067, 2013;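 active = activation above the mean of all tested compounds plus 3 SD, cut at about 5.5% in these data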;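 also: 100% = response to 3 µM Δ7-dafachronic acid high control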
GAA850 FXN act: FXN promoter activators, primary screen, cell-based, luciferase luminescence, HEK293 lucGAA850; HEK293 lucGAA850 FXN promoter luciferase reporter, 24 h; percent of 10 µM SAHA response; activation, % at 6 µM; 360,000 compounds, 0.56% hits;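 active = activation above the average of all compounds screened plus 3 SD, cutoff fixed separately per campaign, cut at about 7.5% in these data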;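 also: 0% = DMSO wells and 100% = 10 µM SAHA wells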
ssDAF-12 act: S. stercoralis DAF-12 nuclear receptor activators, primary screen, cell-based, luminescence, HEK293, GRIP1 co-expression, lit1-tk-luc | HEK293 ssDAF-12/GRIP1 lit1-tk-luc reporter; % of 3 µM dafachronic acid response | 370,000 compounds, 1% hits | Nuclear hormone receptor DAF-12 (Strongyloides stercoralis) | activation, % at 6.8 µM;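 active = activation above the mean over all tested compounds plus 3 SD, cut at about 0.9% in these data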;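 also: 0% = DMSO-only wells and 100% = 3 µM delta7-dafachronic acid wells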
HGIII-sPLA2 inh: human group III sPLA2 inhibitors, primary screen, biochemical, QFRET, BODIPY PC-A2 liposome substrate | Group 3 secretory phospholipase A2 (Homo sapiens), Q9NZ20 | QFRET BODIPY PC-A2 liposome hydrolysis, fluorescence | inhibition, % at 12.2 µM | 370,000 compounds, 0.56% hits;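 active = inhibition above mean plus 3 SD of compounds lying within the high and low control bounds, cut at about 19% in these data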;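 also: 0% = median of test compound wells and 100% = no enzyme DMSO wells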
Target sequence (Q9NZ20 whole entry, looked up): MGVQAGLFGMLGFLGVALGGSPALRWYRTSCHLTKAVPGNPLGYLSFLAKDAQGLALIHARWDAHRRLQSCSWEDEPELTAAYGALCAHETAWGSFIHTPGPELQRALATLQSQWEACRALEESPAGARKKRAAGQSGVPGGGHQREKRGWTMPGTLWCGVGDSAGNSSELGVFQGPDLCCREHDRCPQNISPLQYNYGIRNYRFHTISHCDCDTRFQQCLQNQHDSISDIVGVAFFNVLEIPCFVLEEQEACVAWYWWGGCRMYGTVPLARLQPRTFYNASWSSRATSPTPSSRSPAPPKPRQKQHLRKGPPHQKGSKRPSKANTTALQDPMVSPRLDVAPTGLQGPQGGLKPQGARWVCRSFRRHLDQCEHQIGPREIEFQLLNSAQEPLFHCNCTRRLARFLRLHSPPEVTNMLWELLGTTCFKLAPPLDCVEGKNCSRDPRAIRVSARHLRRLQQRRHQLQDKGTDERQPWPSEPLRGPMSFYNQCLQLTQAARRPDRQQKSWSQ
NPR2 activator: human GC-B receptor activators, primary screen, HEK293 GC-B cells, cGMP TR-FRET, EC30 CNP. AID 1920062, 2024. 0% at EC30 CNP, 100% saturating CNP. Atrial natriuretic peptide receptor 2 (Homo sapiens), P20594. activation, % at 10 µM. 370,000 compounds, 0.11% hits;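 active = activation at 10 µM reaching about 35% in either raw or pattern-adjusted values, limit read from the data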
GC-A act: GC-A stimulated cGMP production enhancers – HEK293 GC-A cells, cGMP TR-FRET, EC30 ANP, primary screen; 370,000 compounds, 0.14% hits; activation, % at 10 µM; 0% at EC30 ANP, 100% saturating ANP; in the data active = activation above about 40%
DAX1 inh-2: DAX1 (NR0B1) inhibitors, primary screen, cell-based, HEK293, Gal4-DAX1, luciferase luminescence; HEK293 Gal4-DAX1 luciferase reporter; AID 504766, 2011; inhibition, % at 6.75 µM; 340,000 compounds, 0.99% hits; Nuclear receptor subfamily 0 group B member 1 (Homo sapiens), P51843;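 active = inhibition above the mean over all tested compounds plus 3 SD, cut at about 4.2% in these data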;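 also: 0% = DAX1-transfected cells with DMSO and 100% = empty-vector control cells with DMSO; inhibition shows as a rise in luminescence from relieved DAX1 repression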
Target sequence (P51843 207-470 limits assumed): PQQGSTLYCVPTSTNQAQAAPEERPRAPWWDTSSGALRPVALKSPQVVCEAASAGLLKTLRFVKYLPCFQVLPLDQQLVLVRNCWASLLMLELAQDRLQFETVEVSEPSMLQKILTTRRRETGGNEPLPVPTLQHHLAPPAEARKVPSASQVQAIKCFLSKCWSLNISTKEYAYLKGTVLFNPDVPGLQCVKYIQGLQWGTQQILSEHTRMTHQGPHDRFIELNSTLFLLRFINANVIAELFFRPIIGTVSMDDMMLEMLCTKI
Active calls of the source: *; i = inactive; . = not tested or not shown.

SMILES	hgDAF-12 ag	SMARCA2 act	ADAM10 inh	DAX1 inh-1	hcDAF-12 act	GAA850 FXN act	ssDAF-12 act	HGIII-sPLA2 inh	NPR2 activator	GC-A act	DAX1 inh-2
CCCCN(CC)CCCNC(=O)c1ccc2c(c1)N(CC)C(=O)c1ccccc1S2(=O)=O	4.7	-1	0	-0.2	0.2	0.1	-1.4	-13	2	0	1.5
Cc1cccc(N2CC(C(=O)Nc3ccccc3N3CCOCC3)CC2=O)c1C (stereo unspecified)	1.2	5	-1	0.5	0.3	2.0	-0.2	1	6	-1	-0.1
CCCCC(=O)N/N=C/c1cc([N+](=O)[O-])ccc1N1CCOCC1	-0.8	-2	1	0.1	-0.7	4.3	0.1	0	-3	6	0.1
CN(C)Cc1nc2c([nH]1)c(=O)n(C)c(=O)n2C	2.5	-1	-6	0.6	0.9	1.6	-1.5	-3	1	23	1.9
C=CCc1cccc(/C=N/c2nc3ccccc3n2CC)c1O	2.0	-2	-26	-0.2	-1.8	-3.7	-1.0	15	2	0	0.5
COc1ccc(-c2nn(-c3ccccc3)cc2C#N)cc1	7.9	5	8	1.0	0.9	7.4	-0.9	7	-8	0	0.8
CN(C)S(=O)(=O)N1CCN(C(=O)c2ccccc2Cl)CC1	-0.3	1	1	-0.9	-0.9	0.6	-1.3	3	-2	3	-1.5
CCOc1ccc(NC(=O)CN(C)C(=O)CSCc2c(C)noc2C)cc1OCC	-2.4	-2	-10	-1.9	-0.9	0.4	-0.8	5	3	1	0.7
COc1ccc(-c2noc(CCC(=O)Nc3cc(OC)ccc3OC)n2)cc1	1.0	-1	4	-0.4	-1.7	-1.0	-1.5	-10	3	-1	1.0
CCOC(=O)C1=C(c2ccccc2)OC(N)=C(C#N)C1c1ccncc1 (stereo unspecified)	-2.0	-3	-28	-0.1	-1.1	0.7	-1.0	-6	-8	-12	-0.3
COc1ccc(N(CC(=O)NCc2ccccc2Cl)S(=O)(=O)c2c(C)n[nH]c2C)cc1	2.9	-3	10	-0.4	-0.9	-0.3	-1.4	-15	1	-4	-0.3
CC1CCN(C(=O)COC(=O)c2cc([N+](=O)[O-])ccc2N2CCOCC2)CC1	2.1	0	3	-1.1	-0.7	1.9	-1.4	4	2	2	0.1
C=CCN1C(=O)/C(=C/N(C)C)S/C1=N\S(=O)(=O)c1cccs1	-1.0	-1	-1	-0.5	-1.1	0.5	-1.5	-3	3	3	0.8
CCOc1ccccc1C(=O)OCC(=O)NCC1CCCCC1	2.0	-4	-6	0.7	0.4	1.2	-1.4	13	1	0	-1.1
COC(=O)c1cc(Br)ccc1OC(=O)c1cccnc1	-1.5	-3	-2	0.1	-2.1	-1.8	-1.0	5	1	2	0.1

3 compounds out of the list above, arranged by the number in SMARCA2 act, low to high.
Compound	SMARCA2 act	ADAM10 inh	DAX1 inh-1	hcDAF-12 act	GAA850 FXN act	ssDAF-12 act	HGIII-sPLA2 inh	NPR2 activator	GC-A act	DAX1 inh-2
COc1ccc(N(CC(=O)NCc2ccccc2Cl)S(=O)(=O)c2c(C)n[nH]c2C)cc1	-3	10	-0.4	-0.9	-0.3	-1.4	-15	1	-4	-0.3
CCCCC(=O)N/N=C/c1cc([N+](=O)[O-])ccc1N1CCOCC1	-2	1	0.1	-0.7	4.3	0.1	0	-3	6	0.1
CCCCN(CC)CCCNC(=O)c1ccc2c(c1)N(CC)C(=O)c1ccccc1S2(=O)=O	-1	0	-0.2	0.2	0.1	-1.4	-13	2	0	1.5

Other entries.
SMILES	hgDAF-12 ag	SMARCA2 act	ADAM10 inh	DAX1 inh-1	hcDAF-12 act	GAA850 FXN act	ssDAF-12 act	HGIII-sPLA2 inh	NPR2 activator	GC-A act	DAX1 inh-2
O=C(COC(=O)c1nc(Cl)ccc1Cl)NNC(=O)c1ccccc1	0.5	0	-4	-0.1	-1.5	1.5	-1.3	5	2	1	1.0
COc1ccc(C(CNc2ncnc3sccc23)N(C)C)cc1OC (stereo unspecified)	-2.5	-1	-3	-0.6	0.6	0.0	-1.3	-2	-2	-3	-0.4
CCOc1ccc(CCNC(=O)C2=C(C)C(=O)OC23CCC(C)CC3)cc1 (stereo unspecified)	1.4	-2	4	-1.2	-1.0	-0.7	-1.0	-6	0	1	2.1
COc1ccc(Oc2coc3cc(OC(=O)N4CCOCC4)ccc3c2=O)cc1	-0.2	-4	-1	-1.1	0.8	-0.7	-1.5	4	-6	4	-1.3
O=C(Nc1ccc(N2CCN(C(=O)c3cccs3)CC2)cc1)c1cccnc1	-0.2	-3	-4	-0.9	-0.5	0.1	-2.0	2	0	-6	0.1
CC(OC(=O)CCc1nc2ccccc2c(=O)[nH]1)C(=O)Nc1ncc(Cl)cc1Cl (stereo unspecified)	0.9	0	4	0.7	-0.5	0.1	-1.1	0	3	-1	.
COC(=O)c1ccccc1NC(=O)COC(=O)c1cccnc1	0.8	0	1	0.3	-0.5	3.4	-0.8	11	-2	-3	1.5
C/C=C/C(=O)Nc1ccc(N2CCN(c3ccc(C(F)(F)F)cn3)CC2)nc1	-2.0	-2	-2	0.3	-0.4	-1.0	-2.3	-2	6	7	1.0
CCOc1ccc(C(CC(=O)O)NC(=O)C(Sc2ccccc2)c2ccccc2)cc1 (stereo unspecified)	-4.5	-1	0	-0.3	-1.4	0.0	-0.8	-1	-1	-3	.
C=CCN(CC=C)CC(O)Cn1c2ccccc2c2ccccc21 (stereo unspecified)	-1.4	-2	-7	0.2	-3.1	-3.3	-1.3	-9	-5	-14	-1.0
COC(=O)c1ccc(/C=N/NC(=S)NC(C)C)cc1	-2.4	-6	-14	-0.3	-0.6	1.1	-2.1	13	9	6	2.3
COC(=O)N1C(=O)[C@](Cc2ccccc2)(c2ccccc2)N1C(=O)OC	-0.2	-1	2	0.6	-0.5	-0.2	-1.6	2	-18	-12	0.8
O=C(NCc1ccc(Cl)cc1)c1noc2c1CCCCC2	2.7	4	18	0.8	-1.2	-0.3	-1.3	-2	2	2	0.1
Cc1cccc(C2=NN(c3ccc(Br)cc3)[C@@H](C(=O)N3CCOC3=O)[C@@H]2C)c1	1.3	-4	-283	-1.0	1.2	-1.4	0.0	-16	1	-1	-0.6
COc1ccc(CNc2ccc3c(c2)ncn3-c2ccccc2OC)cc1	1.1	-1	6	-0.4	-1.9	3.3	-0.8	12	2	5	0.5
Cc1cccc2nc(CNC(=O)C3CCC(=O)N(Cc4ccccc4F)C3)cn12 (stereo unspecified)	-0.7	1	-12	-1.1	-0.3	-0.5	-0.6	5	-2	0	1.0
O=C(/C=C/[C@H]1O[C@@H](n2cnc3c(NC(=O)c4ccccc4)ncnc32)[C@H](O)[C@@H]1O)NCc1ccccc1	-0.1	0	-5	0.0	0.7	.	-0.9	16	-3	-1	.
N#Cc1nc(-c2cccs2)oc1NCc1ccco1	4.2	-2	i	1.5	-2.1	3.2	-1.4	-5	6	5	-0.1
Nc1cc2c(cc1N)-c1ccccc1C2	7.9	6	-126	3.8*	6.7*	7.4	-0.2	-7	-3	-2	3.5
CC1CN(C(=O)CSc2nnc(-c3ccc(Cl)cc3)n2C)CC(C)O1 (stereo unspecified)	-1.9	6	-2	0.0	-0.2	-0.1	-1.3	1	2	2	-0.2
COc1ccc(NC(=O)Cn2cc(C(=O)C3CC3)c3ccccc32)cc1	0.8	-3	0	-0.2	-2.6	0.0	-1.5	-4	-3	-5	0.9
CS(=O)(=O)c1ccc(NS(=O)(=O)c2ccc(Cl)c(C(=O)NC3=NCCS3)c2)cc1	-0.3	0	-3	0.1	0.2	-1.2	-0.5	-5	-2	7	1.5
CC(=O)c1cccc(NC(=O)c2cnn3c(C)cc(C)nc23)c1	5.5	.	-6	.	-2.8	.	-2.0	11	-1	7	.
CC(C)Cn1c(SCC(=O)NC2CC2)nc2ccccc21	2.0	-4	1	-0.4	0.2	2.2	-0.8	2	2	-5	1.3
Cc1coc2c1c(C)cc1oc(=O)c(CC(=O)NCCCN3CCCC3=O)c(C)c12	0.4	2	i	-0.5	-0.3	-0.5	-1.4	4	-1	3	1.1
O=C(NN1CCOCC1)c1ccc(Cl)cc1[N+](=O)[O-]	-1.5	-3	-12	-0.3	1.4	1.9	-1.1	6	3	2	-1.1
CC1(C)CC(N2CCCCC2)=CC(=[N+]2CCCCC2)C1	-9.6	-7	-5	-3.0	-4.6	-4.0	-1.9	6	-6	-2	-2.9
CCC(C)NS(=O)(=O)c1ccc(OC)c(Cl)c1Cl (stereo unspecified)	0.1	-4	-4	0.5	-1.8	0.1	-1.1	5	2	0	1.2
Cc1noc(C)c1/C=N/Nc1ccc2ccccc2n1	13*	9.4*	-76	3.4	7.4*	4.9	1.6*	2	-2	6	1.7
CCOC(=O)N1CCN(C2CC(=O)N(c3ccc(Oc4ccccc4)cc3)C2=O)CC1 (stereo unspecified)	-1.3	0	5	-0.1	-0.7	3.5	-1.9	-4	3	0	0.0
CC12CCC(C3NC(=S)NN=C31)C2(C)C (stereo unspecified)	2.7	-3	-7	0.3	0.9	-0.7	-1.1	5	3	2	-0.6
CNC(=O)Nc1ccccc1C(=O)NCc1ccccc1	1.0	2	-3	0.1	0.6	1.0	-1.3	-3	8	3	0.1
CCNC(=O)N1CCN(c2ccc(N3CCN(Cc4ccccc4)[C@@H](C)C3)c(C)c2)[C@H](C)C1	-2.5	-2	-8	-2.2	-1.7	.	-1.6	2	10	5	.
c1ccc(-c2nn3c(C4CCCCC4)nnc3s2)nc1	0.6	1	-4	0.0	-0.3	1.9	-0.5	9	-2	-6	1.2
S=C(NCCN1CCOCC1)NC1CCCC1	-2.0	-2	0	-0.4	-2.8	0.1	-1.6	4	1	-2	0.0
CCC(=O)Nc1ccc(C=C(C(C)=O)C(C)=O)cc1	-2.0	-1	-1	0.6	-1.2	0.3	-0.8	-5	2	1	-0.2
CN(C)/C=C(\C=O)c1onc(-c2ccccc2Cl)c1C#N	-0.7	-5	-8	0.0	-1.1	0.9	-1.1	0	-1	4	-0.3
CC(C)OC(=O)c1ccc(NC(=O)c2ccco2)cc1	9.1	1	8	0.2	0.3	4.8	-0.8	4	10	-1	1.2
CN1CCN(CC(=O)Nc2nnc(-c3cccs3)s2)CC1	1.1	-4	-84	-0.4	2.5	2.2	-0.2	10	5	4	1.7
Cc1ccc(C(=O)C2CCN(CC(=O)Nc3nc(C)cs3)CC2)cc1	-2.2	-3	0	-0.9	-3.0	0.8	-1.4	-4	-7	1	-0.8

Screens (PubChem)
